Screening results: PubChem BioAssay, several laboratories
NR2E3 ag-1 = NR2E3 (human) agonism. Q9Y5X4. AID 2300. GST-NR2E3/biotin-RetCOR TR-FRET, 1536-well. inhibition of corepressor binding, % at 4.78 µM. 0.12% of 320,000 active;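 active means percent inhibition above the cutoff of mean plus 3 SD of all tested compounds, set per screening campaign, cut at about 20% in these data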;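 further: 0% = DMSO wells and 100% = biotin wells as full block of FRET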
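Test system – NR2E3–RetCOR corepressor complex · Quantity – NR2E3 fusion 1.35 nM · Buffer or medium – Tris pH 7.5 · Incubation – Compound–protein incubation for 5 h at 4 °C · Technique – TR-FRET, Eu(K)-anti-GST donor, streptavidin-D2 acceptor, ex 340, em 617/671 nm · Evaluation – percent inhibition of 671/617 nm emission ratio versus biotin and DMSO controls · Plate – 1536-well format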
Shn3 inh set2 = Schnurri-3 reporter inhibition in Clone20 osteoblasts; Clone20 osteoblast Shn3 3'UTR firefly luciferase, 24 h; inhibition, % at 12.5 µM; 0.52% of 360,000 active; AID 588674;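 active means mean inhibition of at least 75% with every replicate also reaching 75%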;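 further: 0% = median of neutral control wells and 100% = pilot-screen positive control compound; some compounds past the cut are filed as inactive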
hiPSC survival = increases survival of single human iPS cells; hiPSC single-cell survival, ATPlite luminescence; 100% = ROCK inhibitor wells, 0% = DMSO; 0.044% of 360,000 active; survival enhancement, % at 20 µM; in the data active means survival enhancement above about 18%;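 further: cells exposed to compounds for 16 hours before the ATP read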
HIF-2a block = blocks HIF-2a reporter activity. 786-0 RCC cells HIF-2a reporter, luciferase luminescence, overnight. AID 624352. 0.72% of 360,000 active. inhibition, % at 18.8 µM;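 active means inhibition of the luminescence signal of 40% or more relative to plate controls, in a single-dose primary screen at 18.75 µM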
CaV13 FRET inh = Disruptors of the CACNA1D IQ motif to Ca2+-dependent inactivation inhibitor domain association, primary screening, Förster resonance energy transfer in intact living …. 0.098% of 340,000 active. HEK cells, CFP/YFP FRET ICDI-IQ, plate reader, 10 min; percent FRET-ratio fall versus neutral wells. inhibition, % at 12.3 µM. AID 743397;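 active means mean replicate inhibition of at least 30% and at least 1% of replicates passing that level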;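 further: 0% = median of the neutral control wells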
H9c2 protect = modulators protecting cardiomyocytes from myocardial damage; protection from H2O2 cell death, % at 20 µM; 0.63% of 360,000 active; AID 588492; H9c2 cardiomyocytes, H2O2 injury protection, ATPLite, 2 h;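 active means compounds giving at least 50% protection of heart cells from peroxide-induced death in the single-dose screen, raw or plate-pattern-corrected value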;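 further: 0% = DMSO wells with peroxide and 100% = DMSO wells without peroxide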
MITF TRPM1 inh = inhibitors of MITF-driven TRPM1 promoter in melanoma cells; inhibition, % at 12.5 µM; SK-MEL-5 TRPM1 promoter luciferase, 24 h; 0.83% of 330,000 active;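 active means mean inhibition across replicates of 60% or more, whatever share of single replicates reaches that level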; further: values of inactives mirror those of a sister screen read the other way
PDI inh = PDI (human) enzyme inhibition | PDI insulin aggregation turbidity, A650, 90 min | inhibition, % at 10 µM | P07237 | 0.052% of 350,000 active;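 active means mean inhibition across replicates of 30% or more, whatever share of single replicates reach that level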;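 further: absorbance from insulin aggregation driven by PDI reduction with DTT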
Target sequence (P07237 whole entry, looked up): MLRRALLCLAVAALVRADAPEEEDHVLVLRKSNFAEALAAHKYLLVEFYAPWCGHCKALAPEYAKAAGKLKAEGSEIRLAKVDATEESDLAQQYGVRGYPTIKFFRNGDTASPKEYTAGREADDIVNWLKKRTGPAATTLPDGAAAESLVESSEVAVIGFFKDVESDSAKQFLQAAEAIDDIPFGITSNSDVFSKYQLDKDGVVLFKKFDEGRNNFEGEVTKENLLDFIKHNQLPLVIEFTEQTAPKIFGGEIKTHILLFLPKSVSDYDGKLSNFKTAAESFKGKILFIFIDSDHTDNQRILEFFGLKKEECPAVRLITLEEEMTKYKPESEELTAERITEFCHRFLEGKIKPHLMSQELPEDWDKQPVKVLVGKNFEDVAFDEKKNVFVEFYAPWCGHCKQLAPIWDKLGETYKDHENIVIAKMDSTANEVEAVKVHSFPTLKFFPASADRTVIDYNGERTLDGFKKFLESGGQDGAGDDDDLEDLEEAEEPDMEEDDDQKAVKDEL
Peg3 prom inh = inhibitors of Peg3 promoter. HeLa PEG-Prom luciferase reporter, luminescence, overnight. inhibition, % at 20 µM. 1.7% of 360,000 active. AID 588405;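 active means inhibition of at least 50% at 20 µM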
HTR2A ag = mouse HTR2A agonism via beta-arrestin recruitment; P35363; CHO-K1 mHTR2A beta-arrestin complementation, luminescence; percent of 30 µM serotonin response; activation, % at 7.6 µM; 0.66% of 360,000 active;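 active means activation above a run cutoff, the mean activation of all tested compounds plus 3 SD, cut at about 14% in these data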;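 further: 0% = plate median of compound wells and 100% = 30 µM serotonin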
Target sequence (P35363 whole entry, looked up): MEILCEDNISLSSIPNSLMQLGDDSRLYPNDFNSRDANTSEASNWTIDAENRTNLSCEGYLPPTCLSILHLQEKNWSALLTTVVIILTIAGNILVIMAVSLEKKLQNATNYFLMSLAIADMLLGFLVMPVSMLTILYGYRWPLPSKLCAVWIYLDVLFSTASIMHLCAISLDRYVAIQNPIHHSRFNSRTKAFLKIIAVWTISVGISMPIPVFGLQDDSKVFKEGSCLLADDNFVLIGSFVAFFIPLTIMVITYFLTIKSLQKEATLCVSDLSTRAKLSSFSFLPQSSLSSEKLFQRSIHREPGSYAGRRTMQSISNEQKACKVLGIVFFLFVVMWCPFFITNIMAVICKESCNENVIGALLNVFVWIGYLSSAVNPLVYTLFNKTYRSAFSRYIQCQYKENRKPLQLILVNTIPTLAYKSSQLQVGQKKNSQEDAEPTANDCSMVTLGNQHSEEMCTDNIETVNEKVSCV
NR2E3 ag-2 = human photoreceptor-specific nuclear receptor agonism | Q9Y5X4 | CHO-S Gal4-NCOR/VP16-NR2E3 two-hybrid, luciferase | inhibition of corepressor binding, % at 3.98 µM | 0.35% of 360,000 active | AID 602229;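 active means inhibition above the mean of all tested compounds plus 3 SD, cut at about 70% in these data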;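 further: 0% = DMSO with NR2E3 transfected cells and 100% = cells lacking NR2E3 construct; higher means lower luciferase signal from less NR2E3 corepressor binding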
Numbers without * were called inactive; i = inactive; x = not tested or not shown.

SMILES | NR2E3 ag-1 | Shn3 inh set2 | hiPSC survival | HIF-2a block | CaV13 FRET inh | H9c2 protect | MITF TRPM1 inh | PDI inh | Peg3 prom inh | HTR2A ag | NR2E3 ag-2
O=[N+]([O-])c1ccc(Nc2ccc3ccccc3c2)nc1 | 4 | -67 | 2.4 | i | -9 | -21 | -80 | -4 | -300 | -1 | -139
N=c1ccn(Cc2cccc(F)c2)cc1 | 3 | 2 | 0.6 | 8 | -1 | -4 | x | 0 | 4 | 0 | 5
CC(C)C[C@H]1CN([C@@H](Cc2ccc(O)cc2)CN2CCC[C@@H]2CN2C(=S)NC[C@@H]2Cc2ccccc2)C(=S)N1CC1CCCCC1 | x | 12 | -3.4 | -5 | -6 | -9 | x | x | 6 | -6 | 16
Nc1ncc(Br)cc1Br | -2 | 9 | 0.2 | 12 | -4 | -4 | -6 | -1 | 14 | 5 | 19
N#Cc1c(Nc2ccccc2Cl)s[nH]c1=O | -2 | 13 | 0.3 | 27 | -6 | 8 | 8 | 5 | 6 | -4 | -19
CC12CCC(C(=O)CC1=O)C2(C)C (stereo unspecified) | x | -1 | 3.5 | -2 | -5 | -3 | 8 | 1 | -16 | 6 | -2
COc1cc(-c2c(-c3ccc4c(c3)OCO4)noc2C)ccc1F | 5 | -16 | 1.3 | -56 | -10 | -1 | -26 | -6 | -6 | -1 | -25
C#CCN(C(=O)Nc1ccccc1)c1ccccc1 | -1 | 2 | 3.3 | 4 | -6 | 1 | -4 | -1 | 2 | 1 | 14
Cc1ccccc1CN1C(=O)CS/C1=N/N=C/c1ccco1 | 0 | 1 | -0.3 | 12 | 1 | -1 | -2 | 3 | 10 | -2 | -19
COc1cccc(Nc2ncnc3sc(C)cc23)c1 | 2 | -46 | -0.1 | -175 | -2 | -10 | -55 | 7 | -252 | -2 | -131
Cc1ccc(C(=O)N/C(=C\c2cccnc2)C(=O)N2CCCC2)cc1 | 4 | -3 | 0.0 | -1 | -3 | 2 | 2 | -7 | 0 | 3 | 7
CNc1nc(=S)[nH]c2ccccc12 | 0 | 6 | -0.6 | 16 | -11 | -1 | 7 | -1 | -7 | 3 | -20
COc1ccc(CNC(=O)c2ccc(NS(=O)(=O)c3ccc4[nH]c(=O)[nH]c4c3)cc2)cc1OC | 1 | -10 | -0.3 | 5 | -5 | 0 | x | -4 | 13 | 16* | -19
O=C(Nc1cc(Cl)ccc1-n1cncn1)c1cc(F)cc(F)c1 | 0 | 12 | 1.2 | 24 | -6 | -3 | 15 | 8 | 13 | -1 | -12
CC(=O)Oc1cc2c(C(=O)NCCCN3CCOCC3)c(C)oc2c2ccccc12 | -4 | 10 | 7.8 | -2 | -1 | 5 | -7 | 11 | -6 | -2 | -35
CC(=NNC(=O)C(C)SC(C)C(=O)NN=C(C)c1cccnc1)c1cccnc1 (stereo unspecified) | x | 25 | 0.4 | 6 | -11 | 2 | 8 | -48 | 8 | -1 | -8
CCCn1c(SCC(=O)Nc2cc(Cl)ccc2OC)nc(O)cc1=O | 1 | -34 | -0.9 | 10 | -6 | 8 | -1 | -3 | 8 | 7 | 6
CCc1nn(-c2ccccc2)c(N)c1C#N | 1 | -32 | -0.8 | 9 | -4 | 4 | 5 | 5 | 7 | -2 | -39
Cc1ccc(NC(=O)C(C)N2C(=O)c3ccccc3C2=O)cc1 (stereo unspecified) | 2 | -7 | -1.0 | 3 | x | -7 | -6 | -17 | -8 | 0 | 21
NC(=O)CN(c1ccccc1)C1SC(=O)N(Cc2ccccc2)C1=O (stereo unspecified) | 6 | -10 | -1.1 | -5 | -7 | -2 | 8 | -4 | 0 | 1 | 15
Cc1csc(=N)n1CC(=O)N1CCc2ccccc21 | 1 | -2 | -2.3 | -17 | x | 12 | 3 | 5 | -6 | 11 | -9
CCCC1CCc2c(c3ccccc3[nH]c2=O)O1 (stereo unspecified) | 4 | 12 | 5.5 | -21 | x | -6 | 8 | 0 | -31 | -4 | -33
O=C(NC(C(=O)c1ccccc1)N1CCCCCC1)c1ccco1 (stereo unspecified) | -1 | -11 | 0.7 | -15 | -2 | 12 | 7 | -2 | -19 | -4 | -13
CCN(C(=O)COC(=O)/C=C/c1ccccc1[N+](=O)[O-])C1CCS(=O)(=O)C1 (stereo unspecified) | 0 | 4 | 4.2 | 18 | -3 | 2 | 15 | 1 | 18 | -2 | -6
O=C(CCNS(=O)(=O)c1ccc2c(c1)CCC(=O)N2)Nc1ccc(F)c(F)c1 | 5 | 2 | -0.1 | 2 | -4 | -2 | 1 | 4 | -2 | -2 | 12
CCOC(=O)c1cccc(NC(=O)/C(=C\c2ccccc2)NC(=O)c2ccccc2Cl)c1 | -1 | 9 | 0.5 | 3 | x | 5 | -1 | -6 | 17 | 1 | 7
CCn1cc(C(=O)NCc2ccco2)c(=O)c2cc(S(=O)(=O)N3CC(C)CC(C)C3)ccc21 (stereo unspecified) | 3 | 85* | -1.7 | 30 | -5 | -2 | 16 | -4 | 58* | 0 | 9
C[C@H]1CN(c2ccccc2)C(=O)[C@@H]1CC(=O)Nc1ccc(Br)cc1 | x | 24 | 7.4 | -7 | -10 | -28 | x | 9 | -8 | 1 | 44
COc1cccc(Cn2nc3c4cc(F)ccc4n(Cc4ccc(F)cc4)cc-3c2=O)c1 | 2 | -2 | -0.4 | 11 | -19 | 0 | 7 | 3 | 25 | 0 | -22
CC1(C(=O)Nc2cnc3ccccc3c2)CCN1C(=O)c1ccccc1CCc1ccccc1 (stereo unspecified) | x | 0 | -1.5 | 15 | -11 | 17 | x | 0 | 28 | -6 | -17
CC1(c2ccc(Cl)cc2)NC(=O)N(CC(=O)NCc2cccs2)C1=O (stereo unspecified) | -1 | 9 | -1.9 | 19 | -7 | -7 | -2 | 5 | 16 | 10 | 7
CCC(=O)N1CCc2cc(S(=O)(=O)CCC(=O)NCc3ccc(OC)cc3)ccc21 | -3 | 5 | 0.2 | 14 | -5 | -1 | 5 | -2 | 11 | 10 | 11
CN(C)c1nc(OCc2ccccc2)c2ncc(=O)[nH]c2n1 | -6 | 7 | -0.5 | 5 | -2 | 1 | 4 | 6 | 19 | -2 | -7
CCC(COC)NC(=O)c1ccc(OC)c(OC2CCN(C(C)=O)CC2)c1 (stereo unspecified) | 4 | 2 | 0.1 | 19 | -21 | 13 | 9 | -5 | 6 | -8 | 6
N#Cc1cn(CC(=O)N2CCc3ccccc3C2)c2ccccc12 | 1 | 8 | 2.3 | 27 | -5 | -2 | -2 | 4 | 3 | 3 | -18
O=C(c1ccccc1)c1ccc(C(=O)O)c(C(=O)O)c1 | x | 21 | 2.2 | 13 | -3 | -6 | 0 | -4 | -6 | 0 | -13
CC[C@H](C)[C@H](NC(N)=O)C(=O)Nc1ccc(S(=O)(=O)NC(C)C)cc1 | -2 | -5 | 1.0 | 10 | -6 | 1 | 7 | -2 | 13 | 0 | -5
O=C(NN=C1CCCC1)c1ccccc1O | -2 | -13 | 1.2 | -10 | 0 | 11 | 2 | 0 | 20 | -4 | -24
Cn1nnnc1SCC(=O)NCc1cccs1 | 0 | 7 | -2.6 | -16 | -9 | -9 | -7 | -1 | -3 | 4 | -10
CCOC(=O)c1c(NC(=O)COC(=O)CCNS(=O)(=O)c2ccccc2)sc(C(=O)NC)c1C | x | -1 | -0.3 | 4 | -2 | 8 | -1 | 3 | -2 | -3 | 14
O=C(Nc1ccccc1)Nc1ccccc1C(=O)NCC1CC1 | 3 | -1 | -0.7 | -18 | 0 | 1 | -12 | -6 | -18 | 2 | -4
COc1ccc(CNC(=O)c2ccc3c(c2)NC(=O)C(C)S3)cc1 (stereo unspecified) | 0 | -23 | 0.0 | -108 | -6 | 5 | -3 | 12 | -61 | -1 | -46
Brc1cc(Cc2nnc(-c3ccccc3)o2)c(Br)s1 | -4 | -5 | -0.7 | -14 | -1 | -5 | 11 | -3 | 11 | -1 | -24
CN(C(=O)COC(=O)C1CCN(S(=O)(=O)c2c(Cl)cccc2Cl)CC1)C1CCS(=O)(=O)C1 (stereo unspecified) | -1 | 7 | 0.2 | 7 | -15 | 0 | -10 | 1 | 2 | 0 | -9
O=C(CSc1ccccc1C(=O)O)c1ccccc1 | 6 | -6 | -0.5 | -12 | -3 | 4 | -1 | 14 | -13 | 0 | -49
COc1cccc(CNC(=O)c2ccc(C)c(S(=O)(=O)N3CCCCC3)c2)c1 | 2 | 12 | -0.2 | 22 | -2 | -9 | 19 | 5 | 20 | -3 | 1
CC(/C=C/C=C/c1ccccc1)=N/NC(=O)c1ccc2c(c1)OCCO2 | 1 | -9 | 0.3 | -41 | -19 | 12 | -20 | 12 | -20 | 3 | -71
CNCCOc1ccccc1OC(C)C | 7 | 14 | 0.4 | 7 | 0 | 6 | 8 | 0 | 1 | -2 | 15
CC1CCN(CCCNC(=O)C2CCN(S(=O)(=O)N3CCC4(CC3)OCCO4)CC2)CC1 | 2 | -20 | 0.8 | 6 | -3 | -1 | 5 | -3 | -4 | 4 | -16
Cc1ccc(S(=O)(=O)N2CCN(C(=O)c3cccs3)CC2)cc1C | 2 | 16 | 0.1 | 11 | -4 | -5 | 14 | 5 | 22 | 0 | -27
COc1cc(Cc2nccc3cc(OC)c(OC)cc23)c(S(=O)(=O)O)cc1OC | 0 | 3 | 0.0 | 12 | -4 | 2 | -6 | -6 | 7 | 9 | 27
O=C(Nc1ccc(NC(=O)c2ccc(Cl)cc2Cl)cc1)c1ccc2c(c1)OCO2 | 2 | 9 | -0.5 | -1 | -2 | 10 | -7 | -2 | 1 | 4 | 5
N#C/C(=C\c1cn(CC(=O)N2CCCCC2)c2ccccc12)C(=O)NCc1ccc2c(c1)OCO2 | -2 | -15 | 2.6 | 15 | -8 | 6 | -8 | -1 | 18 | -3 | -10
Cc1cc(/C=C(/C#N)C(=O)O)c(C)n1-c1cccc2ccccc12 | -1 | 8 | 0.3 | -2 | -4 | -5 | 5 | 4 | -10 | 9 | 14
Oc1ccc(N=Cc2ccc(OCc3ccccc3)cc2)cc1 | -5 | -24 | -0.6 | -166 | -3 | -23 | 39 | -2 | -184 | -5 | -81

Compounds shown so far that contain an aryl thioether with sulfur outside any ring:
SMILES | NR2E3 ag-1 | Shn3 inh set2 | hiPSC survival | HIF-2a block | CaV13 FRET inh | H9c2 protect | MITF TRPM1 inh | PDI inh | Peg3 prom inh | HTR2A ag | NR2E3 ag-2
CCCn1c(SCC(=O)Nc2cc(Cl)ccc2OC)nc(O)cc1=O | 1 | -34 | -0.9 | 10 | -6 | 8 | -1 | -3 | 8 | 7 | 6
Cn1nnnc1SCC(=O)NCc1cccs1 | 0 | 7 | -2.6 | -16 | -9 | -9 | -7 | -1 | -3 | 4 | -10
O=C(CSc1ccccc1C(=O)O)c1ccccc1 | 6 | -6 | -0.5 | -12 | -3 | 4 | -1 | 14 | -13 | 0 | -49
